Source: PubChem
uPA surface inh: blocks generation of uPA at the cell surface; cell surface uPA generation assay, qHTS; Potency, µM (highest dose often 38.3 µM), for inactives: top-dose activity change, negative = inhibition, most hits filed as inhibitors; 330,000 tested, 0.31% active; AID 540303; active means well fitted inhibition curve with a large enough effect; inconclusive means small, poorly fitted or top-dose-only effect; inactive means no such curve, though single readings can be large or run the other way; tested in mouse RAW 264.7 cells; further: on the % scale 0 is the no-effect control and ±100 the full control effect; nearly all actives have a fitted effect of over 55% in size
BRCA1 expr up: increases BRCA1 expression; MCF7-BRCA1-FFLuc reporter, luminescence, 48 h; response scale: scaled: vehicle 0%, 10 µM genistein 100%; Potency, µM (highest dose often 46.1 µM), inactives show at the highest dose activation, most hits filed as activators; 380,000 tested, 1.1% active; further: nearly all actives have a fitted effect of over 80% in size; some results filed as inactive show a strong effect at the top dose
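Using MCF7 cells harboring a BRCA1 firefly luciferase reporter, plated 2 h before compound pinning, the screen measured luminescence after 48 h incubation. Responses were normalized to DMSO and 10 microM genistein, then fitted for concentration-effect.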
MBNL1-CUG inh: MBNL1-poly(CUG) RNA binding inhibition; Q9NR56; TR-FRET MBNL1-His/biotin-(CUG)12 binding, 665/545 ratio; Potency, µM (highest dose often 57.5 µM), for the others: at the top dose activity change, negative = inhibition, most hits filed as inhibitors; 280,000 tested, 0.036% active; AID 2675; active means well fitted inhibition curve with a large enough effect in the signal ratio, with a control signal flat, not every such curve was filed as active; inconclusive means small, poorly fitted or top-dose-only effect, or effect the other way, or a change in a side signal; inactive means no such curve, though single readings can be large or run the other way; the % refers to the signal ratio; further: on the % scale 0 is the no-effect control and ±100 the full control effect
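Ratiometric TR-FRET (665 over 545 nm, excitation 340 nm) tracks disruption of MBNL1-His/biotin-(CUG)12 complex after 60 min at room temperature, with compounds at 92 nM to 58 uM final.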
Rab9 promoter act: Rab9 promoter activation. Huh7 Rab9 promoter-luciferase reporter, luminescence, 24 h. Potency, µM (doses to about 9.22 µM), inactives show at the top dose activation, negative = inhibition, usual class: activators. 320,000 tested, 2.8% active. AID 485297; further: % of control where 0% means no effect; nearly all actives have a fitted effect of over 60% in size
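Stable Rab9-luc Huh7, 1500 cells/well, 2 h settle; cmpd in DMSO, 24 h, 37 °C/5% CO2; luciferase reagent 10 min RT; luminescence.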
NPC1 prom act: activates the NPC1 promoter; Potency, µM (series often up to 9.22 µM), for inactives: at the highest dose activation, most hits filed as activators; Huh7 NPC1 promoter luciferase reporter, 24 h; AID 485313; 320,000 tested, 2.4% active;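 further: % of control where 0% means no effect; nearly all actives have a fitted effect of over 60% in size; reporter is driven by a mutant NPC1 promoter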
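Stable NPC1-promoter luciferase Huh7 line; cpd (DMSO) 24 h, 37 °C, 5% CO2; Amplite luciferase reagent 10 min RT; luminescence readout. qHTS format.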
VP16 counter: inhibits Gal4-VP16 luciferase reporter, ROR gamma counter-screen; Drosophila S2 Gal4-VP16 UAS-luciferase, luminescence, 20 h; Potency, µM (top dose mostly 53.6 µM), for the others: at the top dose activity, negative = inhibition, usual class: inhibitors; 310,000 tested, 3.5% active; AID 2546;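 further: Gal4-VP16 expression switched on by copper sulfate through the metallothionein promoter; on the % scale 0 is the no-effect control and ±100 the full control effect; nearly all actives have a fitted effect of over 50% in size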
MLL CXXC-DNA inh: blocks binding of human MLL CXXC domain to DNA | Q03164 | MLL-CXXC / FITC-HOXA9 DNA fluorescence polarization | Potency, µM (doses to about 115 µM), without a hit: at the top dose activity change, negative = inhibition, most hits filed as inhibitors | 290,000 tested, 0.037% active | AID 2662; active means well fitted inhibition curve with a large enough effect in the polarisation, with a control signal flat, not every such curve was filed as active; inconclusive means small, poorly fitted or top-dose-only effect, or effect the other way, or a change in a side signal; inactive means no such curve, though single readings can be large or run the other way; the % refers to the polarisation
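Fluorescence polarization: 7 uM MLL-CXXC (stock) preincubated 5 min with compounds, then 50 nM fluorescein-HOX-A9 DNA (stock) added; 30 min ambient. Buffer 50 mM Tris-HCl pH 7.5, 50 mM NaCl, 1 mM DTT, 0.05% BSA.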
ELG1 genotox: induces genotoxicity in HEK293T cells with luciferase-tagged ELG1; HEK293T ELG1-luciferase reporter, luminescence, 16 h; Potency, µM (titrated, usually from 46 µM), for the others: top-dose activity change, positive = activation, usual class: activators; 330,000 tested, 1.3% active; AID 504466; further: % of control where 0% means no effect; nearly all actives have a fitted effect of over 60% in size
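ELG1-luciferase HEK293T cells, 2,000/well; compound pinned in; 16 hr, 37 °C, 5% CO2; ONE-Glo, 30 min RT; luminescence on CCD imager.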
RORg inh: blocks mouse ROR gamma transcriptional activity | Potency, µM (doses to about 53.6 µM), without a hit: at the top dose activity change, negative = inhibition, usual class: inhibitors | 310,000 tested, 5.4% active | AID 2551 | P51450 | Drosophila S2 Gal4-RORgamma UAS-luciferase reporter, 20 h; further: on the % scale 0 is the no-effect control and ±100 the full control effect; nearly all actives have a fitted effect of over 60% in size
Target sequence (P51450 whole entry, looked up, the tested form may be a part): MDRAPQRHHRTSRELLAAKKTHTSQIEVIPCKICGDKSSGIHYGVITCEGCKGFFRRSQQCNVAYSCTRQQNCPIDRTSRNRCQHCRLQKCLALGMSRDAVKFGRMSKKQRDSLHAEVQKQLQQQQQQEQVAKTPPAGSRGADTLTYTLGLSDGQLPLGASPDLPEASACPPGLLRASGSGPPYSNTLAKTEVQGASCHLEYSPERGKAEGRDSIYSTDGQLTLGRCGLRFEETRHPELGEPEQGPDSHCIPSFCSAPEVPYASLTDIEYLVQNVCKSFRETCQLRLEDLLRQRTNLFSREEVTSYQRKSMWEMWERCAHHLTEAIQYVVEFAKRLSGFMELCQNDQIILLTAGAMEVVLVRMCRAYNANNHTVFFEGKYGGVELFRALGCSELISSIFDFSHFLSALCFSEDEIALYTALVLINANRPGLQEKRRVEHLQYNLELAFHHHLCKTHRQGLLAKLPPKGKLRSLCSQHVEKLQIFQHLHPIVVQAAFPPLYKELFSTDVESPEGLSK
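Using a luciferase readout, inhibitors were identified by reduced reporter activity in Drosophila cells coexpressing a copper-inducible Gal4–ROR gamma fusion and UAS-driven Photinus luciferase, incubated 20 hr after 700 uM copper sulfate.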
p53 reactivator: mutant p53 re-activation in reporter cells; H1299 p53-A138V BP100-luciferase reporter, luminescence, 24 h; Potency, µM (highest dose often 92.2 µM), inactives show at the top dose activity change, positive = activation, usual class: activators; 320,000 tested, 0.063% active; AID 504706; further: % of control where 0% means no effect; nearly all actives have a fitted effect of over 45% in size
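H1299 (p53-null), stable ts p53-A138V + BP100-Luc; 1000 cells/well, Opti-MEM/10% FBS; cpd 4 pt, 1:5; 24 h, 37 deg C, 5% CO2; detection reagent 10 min RT; luminescence.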
FLuc counter: counter-screen for miR-21 project: firefly luciferase inhibitors or activators; 360,000 tested, 6.9% active; purified FLuc, Km substrates, luminescence inhibition; Potency, µM (titrated, usually from 57.5 µM), for the others: at the highest dose activity change, negative = inhibition, usual class: inhibitors;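 further: plate controls were vehicle for no effect and reference inhibitor for full effect; nearly all actives have a fitted effect of over 55% in size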
Target sequence (P08659 whole entry, looked up): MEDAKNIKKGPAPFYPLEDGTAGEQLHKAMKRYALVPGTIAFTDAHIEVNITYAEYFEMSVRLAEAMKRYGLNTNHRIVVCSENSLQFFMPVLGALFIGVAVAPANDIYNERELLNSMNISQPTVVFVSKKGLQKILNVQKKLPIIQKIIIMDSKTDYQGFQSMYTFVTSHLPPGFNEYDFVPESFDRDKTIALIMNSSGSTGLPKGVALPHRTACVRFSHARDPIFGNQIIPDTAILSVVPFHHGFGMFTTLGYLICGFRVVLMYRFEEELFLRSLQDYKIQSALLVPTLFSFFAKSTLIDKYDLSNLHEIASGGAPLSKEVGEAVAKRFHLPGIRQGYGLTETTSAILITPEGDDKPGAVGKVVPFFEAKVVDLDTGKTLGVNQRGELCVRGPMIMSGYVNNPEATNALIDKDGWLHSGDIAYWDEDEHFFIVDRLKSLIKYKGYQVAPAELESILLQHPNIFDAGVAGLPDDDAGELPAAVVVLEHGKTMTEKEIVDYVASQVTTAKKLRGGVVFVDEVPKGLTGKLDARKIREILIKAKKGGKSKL
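Biochemical qHTS of compounds, final roughly 60 µM downward over six points, against 10 nM purified firefly luciferase using Km concentrations of substrates (10 uM D-luciferin, 10 uM ATP) in Tris acetate pH 7.5 buffer; luminescence output.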
* hit, by the source's call; u = inconclusive; x = not tested or not shown; [ ] = remark or other dose. Unless noted, the call rests on the fitted dose curve; in most records, active means well fitted curve in the direction sought with a large enough effect; inconclusive means small, poorly fitted or top-dose-only effect, or another doubt; inactive means no such curve, though single readings can be large; an effect the other way counts as inactive or inconclusive. Potency means the concentration at half of the fitted maximal effect. A portion of the library, so the mix of outcomes need not match the whole.

SMILES	uPA surface inh	BRCA1 expr up	MBNL1-CUG inh	Rab9 promoter act	NPC1 prom act	VP16 counter	MLL CXXC-DNA inh	ELG1 genotox	RORg inh	p53 reactivator	FLuc counter
Nc1ccc(S(=O)(=O)NC2=NCCCCC2)cc1	0.2%	30.2%	x	-1.6%	0.1%	-2.4%	2.7%	2.2%	7.9%	-1.2%	0.1%
CC1(C)C2CCC1(C)C(OC(=O)c1ccc(O)cc1)C2 (configuration not stated)	22.6%	-40.6%	12.5%	8.9%	-1.2%	-1.9%	u	0.6%	u	4.2%	-13.8%
COc1cccc(N2CCN(C(=O)c3cc4cc(Cl)ccc4[nH]3)CC2)c1	-4.9%	-33.6%	6.8%	-0.4%	1.9%	-8.1%	30.0%	0.3%	19.1%	2.4%	-19.5%
COc1ccc(C(=O)NC(=S)N2CCOCC2)cc1Br	-3.1%	15.0%	-4.5%	9.4%	9.7%	1.12µM*	-2.0%	13.3%	1.26µM*	2.9%	-1.7%
O=C(c1ncn[nH]1)N1CCN(c2nc(-c3ccccc3)cs2)CC1	9.5%	55.1%	-2.9%	28.4%	7.8%	u	-7.0%	-0.9%	6.7%	-2.4%	u
Cc1cccc(/C=N/n2c(-c3cc(-c4ccccc4)n[nH]3)n[nH]c2=S)c1	-1.7%	12.4%	-3.5%	-0.1%	-2.6%	u	5.7%	5.8%	7.94µM*	1.5%	u
Nc1cc(C(F)(F)F)ccc1NCCc1ccccn1	-2.9%	-22.8%	-3.4%	-4.3%	-6.2%	28.0%	-7.9%	2.4%	-26.2%	-0.7%	-6.1%
O=C(NCC(=O)N1CCC2(CC1)NCCc1[nH]cnc12)c1ccc2ccccc2c1	-5.2%	-0.4%	u	1.0%	1.0%	-0.1%	5.2%	0.3%	3.8%	-8.4%	1.9%
CCOc1ccc(C(c2c(NC(=O)c3ccco3)sc(C)c2C)N2CCOCC2)cc1 (configuration not stated)	-25.1%	-39.7%	x	-0.5%	-5.8%	x	x	-3.9%	x	-5.5%	-0.8%
CCOC(=O)CN(c1ccccn1)S(=O)(=O)c1ccc(OC)cc1	-3.5%	-0.4%	0.5%	0.1%	-1.7%	-2.4%	1.5%	2.5%	5.0%	5.9%	1.3%
Cc1cccc(-c2nc(CS(=O)CC(=O)N3CCCCC3)c(C)o2)c1 (configuration not stated)	1.3%	-35.8%	3.9%	1.3%	-2.7%	-2.2%	0.2%	-4.3%	8.5%	0.4%	-2.7%
CC(/C=C/c1ccc2c(c1)OCO2)=N\NC(=O)COc1ccccc1C	-1.7%	1.8%	-3.6%	0.4%	-2.4%	0.3%	40.2%[activator]	-0.4%	u	-5.1%	0.5%
COc1ccc(Cc2c(N)nc(N)nc2N)cc1	-5.1%	12.6%	-3.1%	-7.1%	2.9%	-0.7%	11.7%	2.9%	5.3%	1.2%	-1.4%
COc1ccc(-c2noc(CCCOc3ccccc3)n2)cc1OC	-1.1%	-18.6%	-1.6%	1.8%	-2.1%	-8.3%[0.365 µM]	-2.9%	18.2%	33.1%	-5.9%	0.5%
O=C(N/N=C/c1ccc(OC(=O)c2cccs2)cc1)c1cccc(F)c1	x	93.5%	-0.9%	u	20.2%	4.2%	49.1%[activator]	u	u	u	-3.4%
Cc1ccc(NC(=O)c2ccc3c(c2)OCCO3)cc1	-10.4%	-0.2%	8.0%	0.1µM*	0.316µM*	u	-5.9%	u	u	-3.5%	0.536µM*
Cc1nc2c(cnn2-c2ccccc2Cl)c(=O)n1-c1ccc(N2CCC(C)CC2)cc1	3.5%	-66.6%	0.0%	-8.1%	-3.7%	4.6%	15.0%	-25.6%	39.9%	-0.3%	2.1%
O=S(=O)(c1ccccc1)N1CCN(C(=S)Nc2ccccc2)CC1	-3.7%	-11.6%	3.3%	5.9%	-2.3%	-5.4%	6.0%	7.2%	-14.7%	0.7%	-2.2%
COc1ccc(CN2C3CCCC2CC(NC(=O)/C=C/c2ccccc2)C3)cc1 (configuration not stated)	2.7%	-14.5%	8.5%	11.4%	4.1%	-1.1%	-1.6%	-1.7%	-7.2%	-9.6%	0.2%
CC(=O)c1ccc(-c2cc([C@H]3[C@H]4C=CC[C@@H](C)[C@@H]4C(=O)N3Cc3ccccc3)ccc2F)cc1	-23.6%	-14.7%	-7.8%	-9.1%	-7.3%	-8.0%	23.6%	-3.3%	-23.5%	1.1%	0.2%
NC(=O)Cn1cc(/C=N\NS(=O)(=O)c2cccc([N+](=O)[O-])c2)c2ccccc21	2.5%	-19.1%	u	-0.5%	-4.0%	-3.6%	u	1.9%	11.8%	-1.1%	-2.3%
COc1ccc(C2CC(=O)c3c(C)nc(N4CCN(Cc5ccccc5)CC4)nc3C2)cc1OC (configuration not stated)	-13.1%	-94.4%[inhibitor]	-4.8%	-24.0%	-19.8%	-7.6%	8.4%	-28.6%	u	4.7%	0.5%
COCCN(C(=O)COC(=O)Cc1c[nH]c2ccccc12)c1c(N)n(Cc2ccccc2)c(=O)[nH]c1=O	0.0%	3.5%	x	2.7%	-11.2%	x	x	-1.3%	x	-9.2%	-11.9%
O=C(CN1C(=O)NC2NC(=O)NC21)N/N=C/c1ccccc1O (configuration not stated)	0.2%	0.0%	-0.4%	-5.9%	-0.8%	9.9%	1.7%	9.3%	-40.7%	0.5%	-2.2%
O=C(Nc1ccccc1F)c1cc(S(=O)(=O)N2CCOCC2)ccc1N1CCOCC1	-1.2%	-13.2%	x	-1.9%	-7.9%	x	x	0.0%	x	2.8%	-1.2%
Cc1noc(C)c1CC(=O)Nc1ccc2c(c1)OCO2	-7.7%	22.8%	x	-9.8%	1.0%	x	x	3.8%	x	0.3%	-13.0%
CCOC(=O)N1CCN(C(=O)CCSc2ccccc2)CC1	-4.7%	u	0.6%	2.82µM*	u	u	-21.9%	9.2µM*	-2.9%	u	16.9µM*
CC1CCN(CC(=O)NC(=O)NCc2ccccc2)CC1	6.6%	1.4%	-8.7%	-5.1%	-3.0%	5.4%	4.7%	2.3%	18.7%	8.9%	2.1%
Cc1nc2ccc(Cl)cc2nc1C	6.1%	-1.1%	2.1%	-10.5%	1.8%	-3.2%	0.5%	3.4%	2.1%	3.7%	-11.7%
COc1ccc(NC(=O)CSc2nc3nc(-c4cccs4)cc(C(F)(F)F)c3c(=O)[nH]2)c(OC)c1	2.8%	-25.5%	11.1%	0.6%	-3.5%	1.5%	3.4%	1.6%	-6.2%	15.5%	-3.4%
Cc1occc1-c1nnc(SCC(=O)c2ccc(F)cc2)o1	x	36.2%	1.9%	u	14.0%	-3.9%	-1.6%	u	25.8%	26.6%	u
O=C(COC(=O)c1ccco1)NCc1ccco1	-4.6%	7.3%	2.1%	-5.4%	1.5%	-4.2%	0.8%	-0.5%	14.2%	2.0%	0.8%
Cc1c(C(=O)NC(=S)NCC(C)C)oc2ccccc12	1.2%	72.8%	-4.5%	u	2.82µM*	u	6.1%	u	-30.1%	u	3.01µM*
O=C1C2CCCN2C(=S)N1c1ccccc1 (configuration not stated)	9.1%	-0.3%	-8.9%	-5.0%	-2.6%	-5.7%	u	-0.8%	6.4%	6.1%	-3.6%
CC(=O)Nc1cccc(NC(=O)CSc2nnc3ccc(-c4cccnc4)nn23)c1	1.4%	-3.0%	x	-1.3%	-0.9%	x	x	1.0%	x	-4.4%	-2.3%
Nc1nc(Nc2ccccc2)nc(N2CCCC2)c1[N+](=O)[O-]	u	22.1%	1.9%	-7.4%	0.5%	0.4%	28.2%	u	26.2%	u	u
O=S(=O)(Nc1nc2ccccc2s1)c1ccc(Cl)nc1	1.1%	-15.7%	-3.4%	-1.1%	-3.2%	1.3%	-1.4%	0.8%	u	-2.1%	-6.5%
COc1ccc(Cl)cc1NC(=S)NNC(=O)c1cccs1	-5.9%	-29.9%	-20.9%	-9.9%	-2.4%	-27.9%	4.5%	-4.2%	u	3.3%	26.9µM*
COc1cc(NC(=O)c2ccco2)c(OC)cc1NC(=O)CCC(=O)Nc1cccc(C)c1C	x	-10.4%	3.7%	3.8%	-4.8%	-7.0%	-4.5%	-1.1%	-36.5%	-20.8%	-1.4%
